Assay outcomes as filed in PubChem.
PTHR1 agonist = activates the human parathyroid hormone receptor PTHR1 | HEK293 GP2 PTHR1 cells, GloSensor cAMP luminescence, 1 h | 0.075% of 410,000 active | Potency, µM (top dose mostly 115 µM), inactives show at the top dose activation, most hits filed as activators | AID 743266; further: potency means the concentration at half of the fitted maximal effect; nearly all actives have a fitted effect of over 55% in size; some results filed as inactive show a strong effect at the top dose; inactives centre near -15; many of its hits are not listed in these tables
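HEK-293-derived GP2 cells expressing PTHR1 and a GloSensor cAMP reporter, 3,000/well, plated overnight, given luciferin plus IBMX (each 0.5 mM as added) for 1 h at 37 °C, then compound for 1 h at 37 °C. Luminescence was read after 15 min at room temperature.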
PI5P4Ka inh = PI5P4K alpha (human) kinase inhibition | max response, % | P48426 | 1.2% of 330,000 active | PI5P4Kalpha enzyme, ADP-Glo luminescence, 60 min; hits give low values; active means max response of -50% or lower; inconclusive means between -30% and -50%; inactive means -30% or higher; further: value at the top dose of about 77 µM; on the % scale 0 is the no-effect control and ±100 the full control effect
Target sequence (P48426 whole entry, looked up): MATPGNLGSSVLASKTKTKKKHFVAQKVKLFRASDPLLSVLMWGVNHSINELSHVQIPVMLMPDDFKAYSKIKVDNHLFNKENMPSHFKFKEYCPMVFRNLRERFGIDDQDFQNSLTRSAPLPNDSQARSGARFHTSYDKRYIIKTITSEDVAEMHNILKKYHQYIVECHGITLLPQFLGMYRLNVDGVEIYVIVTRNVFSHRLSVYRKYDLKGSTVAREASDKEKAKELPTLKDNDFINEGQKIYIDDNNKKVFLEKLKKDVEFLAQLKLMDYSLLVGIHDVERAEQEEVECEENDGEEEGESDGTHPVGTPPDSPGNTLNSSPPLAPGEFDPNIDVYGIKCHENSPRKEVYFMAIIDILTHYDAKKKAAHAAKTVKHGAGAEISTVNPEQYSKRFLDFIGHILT
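Single end-point luminescence (ADP-Glo) quantified ADP from PI5P4Kalpha turnover; ATP 5 microM final, 1 h at RT, 0.1% CHAPS and 0.28 mM EGTA in HEPES pH 7.4.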
PLK1 PBD inh = blocks phosphopeptide binding to human PLK1 polo-box domain; P53350; Plk1 PBD binding of FITC phosphopeptide, fluorescence polarization; Potency, µM, inactives show max response, negative = inhibition, usual class: inhibitors; 2.8% of 360,000 active; AID 720504; further: potency means the concentration at half of the fitted maximal effect; series mostly up to about 57 µM; on the % scale 0 is the no-effect control and ±100 the full control effect; nearly all actives have a fitted effect of over 65% in size
Target sequence (P53350 whole entry, looked up, the tested form may be a part): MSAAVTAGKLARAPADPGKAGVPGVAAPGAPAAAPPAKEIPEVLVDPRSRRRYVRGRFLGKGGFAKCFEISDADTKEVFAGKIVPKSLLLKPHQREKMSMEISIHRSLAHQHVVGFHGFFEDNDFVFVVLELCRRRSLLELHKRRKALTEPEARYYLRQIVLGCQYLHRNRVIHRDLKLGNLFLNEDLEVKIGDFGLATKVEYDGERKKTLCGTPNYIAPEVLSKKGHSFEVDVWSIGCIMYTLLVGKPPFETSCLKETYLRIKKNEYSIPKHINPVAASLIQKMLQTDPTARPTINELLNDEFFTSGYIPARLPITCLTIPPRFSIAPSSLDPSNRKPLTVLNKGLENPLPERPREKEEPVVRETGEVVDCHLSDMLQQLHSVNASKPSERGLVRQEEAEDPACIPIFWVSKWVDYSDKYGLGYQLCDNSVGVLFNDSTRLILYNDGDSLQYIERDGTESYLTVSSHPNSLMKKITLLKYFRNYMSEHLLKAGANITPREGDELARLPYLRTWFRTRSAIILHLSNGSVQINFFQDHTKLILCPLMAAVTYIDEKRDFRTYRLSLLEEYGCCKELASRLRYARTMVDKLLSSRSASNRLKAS
GLP1R inv ag = inverse agonists of human GLP-1 receptor; Potency, µM (titrated, usually from 38.3 µM), inactives show top-dose activity change, negative = inhibition, hits mostly inhibitors; 1.6% of 410,000 active; HEK293 GLP-1R CRE-luciferase, luminescence, 24 h; GLP-1R form is constitutively active; P43220; further: potency means the concentration at half of the fitted maximal effect; on the % scale 0 is the no-effect control and ±100 the full control effect; nearly all actives have a fitted effect of over 55% in size
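Inverse agonists were sought by their lowering of basal cAMP reporter luciferase output in HEK293 cells stably carrying constitutively active human GLP-1R, after 24 h compound treatment.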
GLP1R cytotox = cytotoxicity counter-screen for GLP-1 receptor inverse agonists; HEK293 cAMP-luciferase reporter cells, luminescence, 24 h; Potency, µM (doses to about 38.3 µM), inactives show at the top dose activity change, negative = inhibition, actives largely listed as inhibitors; 0.13% of 410,000 active;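 further: loss of luciferase light is scored as toxicity; potency means the concentration at half of the fitted maximal effect; on the % scale 0 is the no-effect control and ±100 the full control effect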
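Step one: seed cells (200 cells/uL, DMEM with 10% Nu serum, 1% pen-strep). Step two: 12-hour incubation at 37 deg C. Step three: pin 23 nL compound, incubate 24 hr. Step four: add luciferase reagent, read luminescence 12 min later.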
GLP1R ag = GLP-1 receptor (human) agonism; HEK293 GLP-1R CRE-luciferase, luminescence, 4-6 h; cells express a hypersensitive GLP-1R form; Potency, µM (top dose mostly 45.6 µM), without a hit: at the top dose activation, most hits filed as activators; AID 624172; 0.007% of 380,000 active; P43220; further: potency means the concentration at half of the fitted maximal effect; % of control where 0% means no effect
IL2 activator = activators of IL-2 | IL-2 activation reporter assay, cell-based qHTS; stimulated with anti-CD3/CD4/CD28 beads; in transgenic mouse T cells | activation, % (series mostly up to about 46 µM) | 0.065% of 360,000 active; in the data active means activation above about 50%; inconclusive means mostly about 30% to 49%; further: 0% is about no effect
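Using fluorescent plate cytometry, EGFP and DsRed are detected in transgenic mouse T cells stimulated 18 h at 37 degrees C with antibody-coated beads after 60 min compound pretreatment.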
EPAC1 agonist = agonists of human EPAC1; EPAC1 agonist qHTS, biochemical assay; response scale: 100% = response to 6.5 mM cAMP; Potency, µM (highest dose often 154 µM), inactives show top-dose activation, hits mostly activators; AID 720707; O95398; 0.073% of 360,000 active; further: potency means the concentration at half of the fitted maximal effect; nearly all actives have a fitted effect of over 60% in size
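Fluorescent GDP-exchange assay: 100 nM EPAC1 with 250 nM Rap1B preloaded with BODIPY-GDP and 50 uM GDP; compounds tested as concentration series, 5 min at room temperature, then read every 5 min for 30 min (ex 480/em 540 nm); normalized to 6.5 mM cAMP.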
EPAC1 antag = EPAC1 (human) antagonism. O95398. EPAC1 GEF assay, Rap1b-BODIPY-GDP exchange fluorescence. AID 720709. Potency, µM (titrated, usually from 115 µM), inactives show top-dose activity change, negative = inhibition, hits mostly inhibitors. 0.14% of 360,000 active;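 further: potency means the concentration at half of the fitted maximal effect; plate controls were vehicle for no effect and positive control for full effect; nearly all actives have a fitted effect of over 50% in size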
Numbers without * were called inactive; i = inactive; ? = inconclusive; . = no result given; & = joins results of further samples; [ ] = another dose, or the depositor's remark. Unless noted, the call rests on the fitted dose curve; in most records, active means well fitted curve in the direction sought with a large enough effect; inconclusive means small, poorly fitted or top-dose-only effect, or another doubt; inactive means no such curve, though single readings can be large; an effect the other way counts as inactive or inconclusive. Not all compounds are listed. The share of hits here may be higher or lower than overall.

SMILES	PTHR1 agonist	PI5P4Ka inh	PLK1 PBD inh	GLP1R inv ag	GLP1R cytotox	GLP1R ag	IL2 activator	EPAC1 agonist	EPAC1 antag
COc1nc(OC)nc(N2CCC(C(=O)NCc3ccco3)CC2)n1	-26%[57.5 µM]	.	-5%	7%	1%	-11%	-1.9	2%	5%
COC(=O)c1nn(-c2ccc(OC)cc2)c(=O)cc1O	-1%	0	-7%	-1%	1%	-4%	-0.1	2%	-11%
Cc1ccc(C(=O)NC(=S)NNC(=O)CCN2CCOCC2)cc1	i	9	-18%	23%	21%	0%	0.4	8%	-9%
Cc1ccc(NC(=O)CN2CCN(CCN=CC3=C(O)CC(C)(C)CC3=O)CC2)cc1	-1%	-5	-3%	0%	-15%	-16%	3.1	3%	-4%
CCSc1nnc(-c2ccc(OC)cc2)o1	-25%[57.5 µM]	-3	2%	-19%	-9%	-1%	0.7	-4%	10%
Cc1cccc(NC(=O)c2ccc(S(=O)(=O)N(C)c3ccccc3)cc2)n1	-86%[inhibitor]	1	-19%	?	5%	10%	-0.9	11%	-15%
COc1cc(NC(=O)CCNC(=O)N2CC(=O)Nc3ccccc32)cc(OC)c1OC	-1%	-1	-5%	10%	-1%	1%	-1.7	-1%	3%
CC(C)CC(C(=O)OCC(=O)Nc1ncc(Cl)cc1Cl)N1C(=O)c2ccccc2C1=O (stereo not given)	-3%	-10	-5%	-1%	-5%	-7%	1.9	21%	-10%
Cc1nnsc1C(=O)Nc1cccc(Cl)c1C	i	3	2%	2%	6%	14%	0.7	5%	-10%
NCCCC[C@H]1CNC(=O)C(=O)N1CCCCC1CCCCC1	i	-2	3%	20%	-7%	6%	-0.4	11%	12%
O=C(c1ccc(S(=O)(=O)Nc2ccccc2Cl)cc1)N1CCOCC1	-9%	-2	-8%	3%	-1%	-6%	-5.0	-4%	-8%
CCCCN(C)CCNC(=O)CCNC(=O)Cn1ccc2ccccc2c1=O	i	-1	-5%	4%	4%	-2%	-1.1	0%	0%
COC(=O)CSc1nc(C(C)C)nc2ccccc12	-10%	14	-4%	-7%	-9%	-1%	0.5	2%	-4%
Cc1ccc2c(c1)-c1ncc(C(=O)c3cc(Br)ccc3O)cc1CO2	-16%	.	.	?	2%	-6%	.	.	.
COc1cccc2c(SCC(=O)N/N=C/c3ccc(O)c(O)c3)cc(C)nc12	-8%	-5	-13%	25%	?	15%	-0.5	1%	?

Reformatted with bars between the fields: entries from further up
SMILES | PTHR1 agonist | PI5P4Ka inh | PLK1 PBD inh | GLP1R inv ag | GLP1R cytotox | GLP1R ag | IL2 activator | EPAC1 agonist | EPAC1 antag
O=C(c1ccc(S(=O)(=O)Nc2ccccc2Cl)cc1)N1CCOCC1 | -9% | -2 | -8% | 3% | -1% | -6% | -5.0 | -4% | -8%
CCCCN(C)CCNC(=O)CCNC(=O)Cn1ccc2ccccc2c1=O | i | -1 | -5% | 4% | 4% | -2% | -1.1 | 0% | 0%

Other records.
SMILES	PTHR1 agonist	PI5P4Ka inh	PLK1 PBD inh	GLP1R inv ag	GLP1R cytotox	GLP1R ag	IL2 activator	EPAC1 agonist	EPAC1 antag
CCCCCn1c(N(C)Cc2ccccc2)nc2c1c(=O)[nH]c(=O)n2C	-70%[inhibitor]	-1	2%	3%	2%	31%	-2.3	-7%	0%
COc1ccccc1-c1cc(C(F)(F)F)nc(S(=O)(=O)CCCC(=O)Nc2cccnc2Cl)n1	-27%	2	-28%	?	8.9µM*	-3%	-4.7	7%	-26%
CCC(C)(C(=O)Nc1c(C)cccc1C)N(C)C(=O)c1ccc2ccccc2n1 (stereo not given)	-3%	-5	-16%	-23%	-8%	0%	-2.5	-5%	-16%
O=C(C1=NNCC1c1ccccc1)C1OC1c1ccccc1 (stereo not given)	-17%	-15	-10%	-21%	9%	2%	-2.8	4%	-14%
CCOCCCNC(=S)NCCNc1nc2c(C)cccc2cc1C#N	i	.	-12%	-22%	-11%	8%	-2.6	10%	10%
COc1cc2c(cc1OC)C(c1ccc(Br)cc1)NC(=O)C2 (stereo not given)	-37%[inhibitor]	0	-8%	42%[activator]	-1%	18%	0.1	11%	-27%
O=C(N/N=C/c1ccc([N+](=O)[O-])cc1)c1c[nH]c2ccccc12	-1%	1	-3%	4%	-6%	-4%	-0.8	-4%	-17%
O=C(CSc1nnnn1C1CCCC1)N1CCN(C(=O)c2ccco2)CC1	-4%[57.5 µM]	.	-9%	0%	3%	-5%	-0.9	11%	0%
COc1ccc(C(=O)N/N=C/c2ccc(SC)cc2)cc1	-16%	-7	0%	-20%	-2%	-5%	0.0	-11%	11%
O=C(Nc1ccc[n+](CC(=O)c2cccc3ccccc23)c1)c1ccccc1	i	13	-26%	?	-17%	-37%[inhibitor]	-0.3	4%	-10%
O=C(O)CCCC(=O)N1CCN(c2nc(-c3ccccc3)c3ccccc3n2)CC1	i	7	-6%	41%[activator]	57%[activator]	1%	-2.0	-7%	-2%
COc1ccc(-c2cc(-c3cc(F)ccc3O)[nH]n2)cc1OC	-20%	.	-2%	0%	-17%	-15%	-4.1	17%	4%
Cc1cc(NC(=O)c2ccc(F)cc2)n(C)n1	i	-5	-3%	9%	2%	-5%	1.9	-1%	-1%
CC(C)C[C@H]1CN(CCCC[C@@H]2CNC(=O)C(=O)N2Cc2ccccc2)C(=O)C(=O)N1Cc1ccccc1	-24%	-5	0%	22%	2%	-1%	0.2	-15%	1%
CCN(CC)S(=O)(=O)c1ccc2c(c1)c(=O)c(C(=O)N1CCN(c3cccc(Cl)c3)CC1)cn2C	-8%	.	.	3%	2%	-2%	.	.	.
COc1cccc(/C=N/Nc2ccnc(=O)[nH]2)c1O	0%	-20	1%	?	35%[activator]	8%	-0.1	1%	2%
CC(=O)CCC(=O)NC1CCCc2c1cnn2-c1ccc(C(C)(C)C)cc1 (stereo not given)	-16%	1	-11%	?	-14%	-3%	1.2	-2%	11%
Cc1ccc(Cl)cc1N1CCN(C(=O)CSc2ccsc2[N+](=O)[O-])CC1	-8%	?	-27%	-26%	-1%	-20%	-4.4	3%	-22%
COc1cccc2sc(N)nc12	5%	-4	-19%	2%	4%	1%	0.0	3%	-10%
CC(C)c1nc(SCC(=O)N2c3ccccc3CC2C)c2ccccc2n1 (stereo not given)	-6%	.	-12%	-86%	1%	5%	-2.7	18%	1%
O=C(Nc1ccc(F)c(Cl)c1)c1cc(C2CCCN(S(=O)(=O)c3ccccc3)C2)on1 (stereo not given)	-26%	7	2%	?	5%	5%	-0.3	5%	-9%
CCOc1ccccc1NS(=O)(=O)c1cn(C)c(=O)n(C)c1=O	i	2	-19%	7%	-2%	4%	-1.5	6%	6%
CC(=O)CCc1ccc(Oc2nc(-c3cccnc3)nc3ccccc23)cc1	-27%	7	8%	11%	3%	?	-3.6	7%	1%
Cc1cccc([C@@H]2[C@@H]3C(=O)N(Cc4ccccc4)C(=O)[C@@H]3[C@]3(CC(C)C)C(=O)N(c4cccc(Cl)c4)C(=O)N23)c1	i	1	2%	-3%	-28%	-2%	0.2	-14%	5%
CCCCc1c(Cc2cccc(F)c2)ncn1CCc1ccccc1OC	-36%[inhibitor]	2	2%	?	-20%	-2%	-0.9	-3%	-2%
CCC(=O)NC(=S)Nc1ccc(NC(=O)c2ccco2)c(OC)c1	i	9	-8%	4%	-17%	-1%	-0.6	-5%	9%
CCOC(=O)c1ccccc1NC(=O)CSc1nnc(Cc2cccn2C)n1-c1ccc(F)cc1	0%[57.5 µM]	.	-9%	?	-8%	4%	0.0	5%	-13%
CCn1c(Cc2ccccc2)nnc1SCC(=O)Nc1ccccc1	-3%[57.5 µM]	.	-7%	8%	0%	22%	-4.1	7%	0%
Cc1ccc(OCCSc2nc3ccccc3n2CCC(=O)O)cc1	?	-8	-15%	4%&12%	18%&0%	-4%&-2%	0.9	12%	6%
O=C(COC(=O)c1ccc2[nH]c3c(c2c1)CCCC3)NC1CCS(=O)(=O)C1 (stereo not given)	-18%	5	-3%	?	15%	7%	0.3	0%	-24%
COc1ccc(-c2nnc(-c3ccccc3O)o2)cc1	-8%	2	-4%	9%	0%	7%	0.1	-10%	13%
CN(CCO)C(=O)C(c1ccccc1)c1ccccc1	i	-3	0%	2%	10%	7%	-2.4	-4%	-17%
CC1=C[C@@H](C)[C@@H](c2ccc(C(F)(F)F)cc2)OC1=O	i	-1	-16%	5%	-18%	4%	2.9	-6%	4%
CC1(C)CC(=O)C(C(O)c2cccc([N+](=O)[O-])c2)C(C)(C)N1 (stereo not given)	-6%	1	5%	7%	-15%	0%	0.7	11%	-18%
Cc1cccc(NC(=O)CSCc2cc(=O)n3ccsc3n2)c1C	-2%	9	-16%	11%	0%	4%	-3.0	8%	18%
COC(=O)c1cc2occc2n1Cc1nc(-c2ccccc2F)oc1C	-24%	-2	-1%	-3%&7%	7%&3%	-2%	0.5	9%	-1%
CSCCOC(=O)C1=C(C)Nc2ccc(C)cc2S1	-15%[57.5 µM]	-1	19µM*	-3%	4%	-2%	-2.7	12%	-5%
CCOCCCN(C(=O)Cn1nnc(-c2ccc(OC)c(OC)c2)n1)C(C(=O)NCC1CCCO1)c1ccc(F)cc1 (stereo not given)	i	5	-4%	16%	-1%	15%	3.1	-4%	-3%
CC(C)c1ccc(S(=O)(=O)N2CCN(C(=O)CCc3nc4ccccc4c(=O)[nH]3)CC2)cc1	-23%	-4	-1%	?	-10%	14%	-0.6	-2%	-4%
Cc1ccc(OCC(=O)Nc2cc(-c3nc4ccccc4[nH]3)ccc2C)c(C)c1	?	.	.	1%	4%	1%	.	.	.
O=C(Cc1cc(=O)[nH]c(=O)[nH]1)NCc1ccccc1	-1%	0	-8%	-8%	7%	15%	-0.3	-15%	0%
CCC(=O)Nc1ccc(NC(=O)/C=C/c2ccc(Cl)cc2)cc1	-19%	-18	30µM*	9%	-11%	19%	-0.6	7%	-9%
CCCCC(=O)N1CCN(c2nc3ccc(OCC)cc3s2)CC1	-18%	0	5%	10%	2%	-2%	1.3	-3%	-5%
Cc1cccc(-n2c(C)cc(/C=N/n3cnnc3)c2C)c1	-19%	-5	-1%	1%	-10%	19%	1.0	3%	12%
COC(=O)c1c(C(=O)OC)c2ccncn2c1Cl	i	1	-11%	10%	5%	10%	0.4	10%	-11%
